Source: PubChem (several laboratories)
PTPN22 inh 2 = LYP (human) phosphatase inhibition; Q9Y2R2; recombinant LYP catalytic domain, DiFMUP fluorescence; inhibition, % at 2 µM; 96,000 compounds, 0.21% hits; AID 640;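 active means inhibition at 2 µM at or above a set limit, the screen mean plus 3 SD, cut at about 24% in these data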;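 further: 0% = DMSO with enzyme and 100% = enzyme fully blocked by orthovanadate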
PTK2B oligo ant = Pyk2 (human) oligomerization antagonism | z-score (the deposit names both 25 µM and 10 µM) | 99,000 compounds, 0.83% hits | Q293 cells, Pyk2 FERM NanoBiT luminescence; hits give low values | Q14289;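 active means Z-score of -3 or lower, scaled per plate to the spread of control and sample wells; inactive means z-score above -3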;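 further: negative z-score means lost luminescence so less FERM oligomerization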
Target sequence (Q14289 whole entry, looked up): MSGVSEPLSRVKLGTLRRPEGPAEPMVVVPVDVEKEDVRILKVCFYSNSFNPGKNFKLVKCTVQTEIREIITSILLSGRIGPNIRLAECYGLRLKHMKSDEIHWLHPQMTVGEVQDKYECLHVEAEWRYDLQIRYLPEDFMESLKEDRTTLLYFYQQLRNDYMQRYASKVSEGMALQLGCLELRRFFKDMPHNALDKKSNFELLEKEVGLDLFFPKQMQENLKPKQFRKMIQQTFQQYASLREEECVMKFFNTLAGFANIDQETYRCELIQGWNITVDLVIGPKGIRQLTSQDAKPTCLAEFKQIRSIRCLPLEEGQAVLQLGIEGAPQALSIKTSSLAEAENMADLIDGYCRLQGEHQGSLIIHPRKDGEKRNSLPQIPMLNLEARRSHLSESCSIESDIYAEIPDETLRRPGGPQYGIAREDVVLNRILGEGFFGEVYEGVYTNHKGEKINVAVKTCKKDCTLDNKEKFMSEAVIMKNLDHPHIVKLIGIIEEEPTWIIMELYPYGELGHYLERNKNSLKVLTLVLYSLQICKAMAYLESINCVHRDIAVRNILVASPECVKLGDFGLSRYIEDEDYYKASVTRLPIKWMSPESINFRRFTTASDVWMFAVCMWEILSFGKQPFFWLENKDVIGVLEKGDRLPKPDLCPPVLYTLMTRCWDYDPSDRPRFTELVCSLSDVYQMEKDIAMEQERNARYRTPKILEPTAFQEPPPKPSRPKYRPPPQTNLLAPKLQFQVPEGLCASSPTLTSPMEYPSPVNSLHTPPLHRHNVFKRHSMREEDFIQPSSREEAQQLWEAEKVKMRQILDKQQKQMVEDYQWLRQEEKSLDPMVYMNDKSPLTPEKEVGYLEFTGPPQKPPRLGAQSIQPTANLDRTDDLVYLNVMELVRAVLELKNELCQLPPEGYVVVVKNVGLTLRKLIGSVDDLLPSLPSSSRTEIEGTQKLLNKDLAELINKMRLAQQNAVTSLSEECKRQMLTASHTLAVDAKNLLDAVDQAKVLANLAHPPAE
DAT uptake mod = modulates human dopamine transporter uptake under cocaine; LLC-PK1 hDAT cells, [14C]-dopamine uptake with cocaine IC80; actives deviate in either direction; AID 449768; B-score at 10 µM; Q01959; 110,000 compounds, 1.3% hits;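 active means Z score or B-score, a plate-position-corrected score, falls beyond the plate's 99.7% confidence bounds, in either direction; inactive means both scores lie inside the 99.7% bounds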;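 further: scored against the spread of the other compound wells on the same plate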
Ecoli WT expand = E. coli BW25113 growth inhibition, expanded screen | OD600 absorbance | growth inhibition, % at 100 µM | 98,000 compounds, 0.15% hits;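 active means growth inhibition above about 50% at one test dose, limit read from the data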;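 further: growth measured after 20 h incubation at 37 °C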
PostGolgi ctrl = growth of the yeast control strain, post-Golgi counter-screen; efflux-deficient yeast background strain, growth absorbance A615, 16 h; inhibition, % at 10 µM; 98,000 compounds, 5% hits
PostGolgi yeast = growth inhibition of a yeast mutant, post-Golgi transport screen | post-Golgi transport phenotypic cell assay | inhibition, % at 10 µM | 98,000 compounds, 0.9% hits | AID 739;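 further: yeast cells grown in 1536-well plates; yeast grown about 18 h at 30C before absorbance read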
LYP act = activators of human LYP (PTPN22) phosphatase. activation, % at 2 µM. 96,000 compounds, 0.11% hits. Q9Y2R2. recombinant LYP, DiFMUP fluorescence; 0 = plate median, 100 = signal doubled;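 active means activation at 2 µM above a set limit, the mean plus 5 SD, cut at about 37% in these data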
CYP2C9 activ = activators of human CYP2C9; P11712; recombinant CYP2C9, luciferin-H conversion, luminescence; hits give high values; factor 1 = untreated enzyme, 0 = blocked; activation factor at 5 µM; 96,000 compounds, 1.4% hits;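 active means activation factor of 2 or more for CYP2C9 at a 5 µM dose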;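 further: 0 = sulfaphenazole-blocked wells and 1 = vehicle-only wells; values of inactives mirror those of a sister screen read the other way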
CYP2C9 inhib = blocks human cytochrome P450 2C9; inhibition, % at 5 µM; AID 777; CYP2C9 Supersomes, luciferin-H conversion, luminescence; 96,000 compounds, 20% hits; P11712;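 active means blocking of liver enzyme CYP2C9 beyond about 50% at 5 µM, limit read from the data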; further: values of inactives mirror those of a sister screen read the other way
Starred values were filed as active, the others as inactive; . = not tested or not shown. Unless noted, no stated cut-off is given here; in the data, active means inhibition above about 30%; inactive means the rest. Compounds were not picked by outcome. About 24% of those tested had a hit in this group.

SMILES	PTPN22 inh 2	PTK2B oligo ant	DAT uptake mod	Ecoli WT expand	PostGolgi ctrl	PostGolgi yeast	LYP act	CYP2C9 activ	CYP2C9 inhib
Cc1ccc(-c2nnn(CC(=O)N(c3ccccc3)C(C(=O)NC3CCCC3)c3ccco3)n2)o1 (centres undefined)	5	-0.07	0.00061	-11	2	0	-1	1.1	-7
CC(=O)NCc1cc(-c2nn(C)c(=O)c3ccccc23)ccc1C	3	-0.38	0.022	-1	13	7	-1	0.7	27
O=C1C2C3C=CC(C3)C2C(=O)N1CNc1ccc(O)cc1 (centres undefined)	.	.	-0.14	2	26	24	.	1.1	-9
CNC(=O)Cn1ncc2c(C)n(Cc3ccc(C)cc3)c(C)c2c1=O	.	-0.16	-1.5	-1	1	-1	.	1.1	-9
COc1ccc(C(=O)NC(=S)NCc2ccco2)cc1OC	18	-0.34	0.6	0	6	-4	-15	0.3	70*
O=C(Nc1cccnc1)c1cc(-c2ccc3c(c2)OCO3)on1	-8	1.2	-0.5	-5	6	2	5	1	3
COc1cccc(-n2c(SCC(=O)OC(C)C)nnc2-c2cccnc2)c1	-3	0.29	0.6	-1	-4	-4	3	1	2
CC/C(O)=C(\C#N)c1nnc2n1CCCCC2	9	0.18	-0.12	-3	3	-4	-7	1.1	-8
COc1ccc(N(Cc2cc(=O)[nH]c3ccccc23)C(=O)c2ccco2)cc1	-2	-0.89	0.76	0	3	-5	-1	0.4	63*
O=C(c1ccc(Cl)s1)N1CCN(c2ccccc2)CC1	.	.	1.8	-6	1	2	.	.	.
c1coc(-c2nc3nc4ccccc4n3nc2-c2ccco2)c1	9	-1.5	0.55	-20	6	3	-8	1.1	-10
CC(=O)Nc1ccc(N2C(=O)CSC2c2ccc(F)cc2)cc1 (centres undefined)	.	1.2	-0.22	2	22	0	.	1	-4
Cc1ccc(CC(=O)Nc2nc3c(s2)CCCC3)cc1	4	-0.8	0.81	7	3	-2	-2	0.1	87*
Cc1ccc(N=CC2=C(O)CC(c3ccco3)CC2=O)cc1 (centres undefined)	11	0.03	0.21	-4	2	3	-11	0.7	32
N#Cc1c(C(F)(F)F)cc(C2CC2)nc1N1CCCC1	6	0.02	-0.44	10	7	2	-5	1.2	-18

Some of the entries above in another layout.
> N#Cc1c(C(F)(F)F)cc(C2CC2)nc1N1CCCC1
- PTPN22 inh 2 = 6
- PTK2B oligo ant = 0.02
- DAT uptake mod = -0.44
- Ecoli WT expand = 10
- PostGolgi ctrl = 7
- PostGolgi yeast = 2
- LYP act = -5
- CYP2C9 activ = 1.2
- CYP2C9 inhib = -18
> Cc1ccc(-c2nnn(CC(=O)N(c3ccccc3)C(C(=O)NC3CCCC3)c3ccco3)n2)o1 (centres undefined)
- PTPN22 inh 2 = 5
- PTK2B oligo ant = -0.07
- DAT uptake mod = 0.00061
- Ecoli WT expand = -11
- PostGolgi ctrl = 2
- PostGolgi yeast = 0
- LYP act = -1
- CYP2C9 activ = 1.1
- CYP2C9 inhib = -7

The results go on.
SMILES	PTPN22 inh 2	PTK2B oligo ant	DAT uptake mod	Ecoli WT expand	PostGolgi ctrl	PostGolgi yeast	LYP act	CYP2C9 activ	CYP2C9 inhib
COc1cc2c3c(c1OC)C1(C=CC(=NO)C=C1)CC3N(C(C)=O)CC2 (centres undefined)	-3	0.42	0.57	0	17	5	6	0.8	19
COc1ccccc1NC(=O)CCc1c(C)[nH]c(=O)c(C#N)c1C	2	1.5	0.14	6	2	13	-5	1	2
CCn1c(CNc2ccccc2Cl)nnc1SCCN1CCCCC1	11	0.23	-0.77	2	16	2	-11	1	1
COc1ccc(C(C[N+](=O)[O-])c2c(-c3ccccc3)cc3ccccn23)cc1OC (centres undefined)	4	0.11	.	-6	11	7	-5	0.7	30
Cc1cnnc2c1-c1no[n+]([O-])c1CC2	0	0.09	-0.9	4	3	-23	-1	1.1	-12
CN(c1ccccc1C(=O)O)S(C)(=O)=O	-12	0.17	-1.7	-3	5	-2	10	1.1	-11
CSc1nsc(SC)c1C(=O)Nc1ccc(C)cc1	-4	-0.2	1	-4	4	8	6	0.8	18
Cc1ccccc1NC(=O)Cn1c(=O)n(C)c2ccccc21	6	0.2	0.59	1	6	-2	-8	1.1	-11
COc1cc(NC(=O)c2cc(-n3cnnc3)ccc2Cl)cc(OC)c1	-7	0.08	0.65	1	12	6	6	0.9	7
CCN(CC)C(=O)C1CC(=O)N(c2ccc(OC)cc2)C1c1ccc(OC)cc1 (centres undefined)	-8	-0.74	0.41	4	-8	-17	10	1	-4
Oc1ccc(Cl)cc1-c1cc(-c2ccco2)[nH]n1	-4	-0.05	0.47	16	46*	4	1	0.7	35
c1ccc(-c2nc3nonc3nc2-c2ccccc2)cc1	-2	0.43	.	-13	31*	16	0	0.8	24
Cc1cc(OCC(=O)Nn2cnnc2)ccc1Br	.	0.38	-0.14	-5	-9	-2	.	0	100*
Cc1ccc(S(=O)(=O)C2(C(=O)Nc3cccnc3)CC2)cc1	-2	.	-0.65	-2	3	-3	1	0.7	32
Cc1cccc(NC(=S)N2CCC(C(=O)c3ccc(F)cc3)CC2)c1C	9	-0.18	-0.85	-1	21	-2	-6	1	-4
Cc1ccsc1C=C1C(=O)c2ccccc2C1=O	-5	-0.16	-1.3	29	2	9	11	0.9	11
COc1cc(-n2nnnc2SCC(=O)N2CCN(c3ccc(F)cc3)CC2)c(OC)cc1Cl	-6	-0.5	0.01	-5	38*	4	1	0.9	8
CC(C)CCNC(=O)CC1Nc2c3ccccc3nc(=S)n2C1=O (centres undefined)	-1	-0.34	0.53	-10	1	-6	0	0.9	8
C=CCn1c(SCC(=O)Nc2sccc2C(N)=O)nc2ccc(Cl)cc2c1=O	10	-3.2*	-0.53	-1	14	-3	-6	0.8	18
COc1ccccc1C(=O)N1CCc2ccccc21	12	0.81	-0.057	3	6	-1	-12	1.1	-11
FC(F)(F)C(Oc1nc(Nc2ccc(Cl)cc2)nc(N2CCOCC2)n1)C(F)(F)F	-12	0.42	-0.37	.	.	.	12	.	.
Cc1ccc(Nc2nc(N)nc(CN3CCN(C)CC3)n2)cc1C	-2	.	-0.021	0	7	0	2	1.1	-11
CCOC(=O)N1CCN(C(=O)CSc2nnc(COc3ccc(Cl)cc3)o2)CC1	.	.	1.5	6	6	-7	.	0.8	24
O=C(CSCc1ccc(Cl)cc1)Nc1cccc(C(=O)Nc2ccccc2C(=O)O)c1	1	-0.93	-0.75	-4	10	-6	4	0	98*
CCN1CCN(S(=O)(=O)c2cc(OC)c(Cl)cc2OC)CC1	-9	0.7	-0.37	0	9	1	6	1.1	-10
CCOCCOC(=O)c1cccc(NC(=O)OCC)c1	-8	2	-0.04	11	-3	1	8	0.4	63*
CCOC(=O)CSc1nnc(CSc2nc3sc4c(c3c(=O)[nH]2)CCC4)n1C	.	1.4	1.4	-5	10	6	.	0.8	17
COCCSc1nnc(NC(=O)CSc2ccccc2)s1	.	-0.45	-0.63	-9	14	7	.	0.6	38
Cc1ccc(NC(=O)c2sc3ccccc3c2Cl)nc1	-10	0.33	-0.39	-17	31*	-1	17	0.8	16
COc1ccc(N2CCN(/C(=N\S(=O)(=O)c3ccc(C)cc3)Nc3nc(C)cc(C)n3)CC2)cc1	-4	1.1	1.4	-1	-2	-7	6	0.5	46
CCN(CC)CC(=O)NN=C(c1ccccc1)c1ccccc1	10	0.02	0.18	11	24	0	-4	1	-3
Cc1[nH]nc2c1C(c1cn[nH]c1-c1ccc(F)cc1)C(C#N)=C(N)O2 (centres undefined)	5	-0.33	-0.19	1	-2	14	-7	0.9	13
Cc1c(NC(=O)c2n[nH]c(=O)c3ccccc23)c(=O)n(-c2ccccc2)n1C	0	1.3	-0.43	-3	10	1	3	1.3	-27
COc1ccc(-c2nc(CSCC(=O)N3CCN(C(=O)c4ccco4)CC3)c(C)o2)cc1OC	-1	.	0.34	0	-4	-7	-1	0.6	39
O=C1c2cccnc2-c2ncccc21	-7	0.23	-0.65	4	6	4	3	0.7	28
CCCCc1noc2c1/C(=N\O)CC(c1ccccc1)C2 (centres undefined)	0	-1.3	-0.77	-1	22	4	4	0.2	77*
CCCn1c2c(c(O)c(C(=O)Nc3nc(C)cs3)c1=O)CCCC2	5	.	0.16	-8	26	5	-7	0.9	5
COC(=O)CSc1nnc(C)n1-c1cccc(C#N)c1	-5	-0.13	-1.1	-2	14	6	5	1.2	-18
O=C(Nc1cc(C(=O)N2CCCC2)ccc1N1CCCC1)c1ccccc1F	14	-2.7	0.77	1	4	4	-13	1	0
Cc1cccc(NC(=O)c2cccc(Cn3cc(Br)c([N+](=O)[O-])n3)c2)c1C	-5	0.01	-0.09	-12	23	2	11	0.9	8
Cc1ccccc1SCc1noc(C(=O)NCC2CCCO2)c1C(=O)O (centres undefined)	4	.	-0.43	0	-5	-4	-1	1	-3
CC(c1ccccc1)C1C(C#N)=C(N)SC(N)=C1C#N (centres undefined)	-13	-0.29	-1.3	-3	6	-10	11	1	-1
COc1cccc(-n2c(SCC#N)nnc2-c2cnccn2)c1	-3	0.09	-0.17	-1	-4	-7	3	1.2	-16
O=C1CC(N2CCN(c3ccccc3Cl)CC2)C(=O)N1c1cccc(F)c1 (centres undefined)	10	0.59	0.26	1	-6	5	-6	0.6	43
CCC1=C(C(=O)OC)C(c2cc(OC)ccc2OC)C(C#N)=C(N)O1 (centres undefined)	.	-0.79	-0.43	7	-4	12	.	0.3	70*
COc1ccc(S(=O)(=O)N(CC(=O)Nc2ccc3c(c2)OCO3)c2ccccc2OC)cc1	6	-1.6	-0.62	-5	15	-1	-8	0.3	72*
COC(=O)c1ccc(S(=O)(=O)N2C3CCC2CC(NC(=O)C2CC2)C3)cc1 (centres undefined)	-1	-0.43	1.3	3	8	3	-2	0.8	17
S=C(Nc1ccc(Cl)cc1Cl)NC1CCCCC1	8	-1.2	-1.1	1	4	1	-6	.	.
Nn1c(SCC(=O)NC2CCCCC2)nnc1-c1ccccc1	3	0.04	-0.92	6	-7	1	-4	1.1	-10
CCC(=O)Nc1ccc(C(=O)CSc2nc3ccccc3cc2CC)cc1	13	0.07	-0.0021	-4	2	17	-11	0.1	88*
O=C(NCCCCc1ccccc1)C1CC(c2cccc([N+](=O)[O-])c2)=NO1 (centres undefined)	0	.	0.54	4	25	2	4	0.8	22
C=CCN(CC=C)C(=O)C(=O)c1cc(C)n(-c2ccc([N+](=O)[O-])cc2)c1C	-1	0.85	.	-2	7	9	5	0.6	44
Cc1cccc(C)c1N1C(=O)CC(N(O)c2ccccc2)C1=O (centres undefined)	-1	-1.3	0.014	1	3	1	-2	0.7	30
O=c1oc2ccccc2c(NCc2cccc(F)c2)c1[N+](=O)[O-]	4	-1.1	-0.31	7	16	-2	0	.	.
CCn1c(Cc2cccn2C)nnc1SCC(=O)c1ccc(C)cc1	0	0.83	1.3	10	3	-1	1	0.7	27
COc1ccc(S(=O)(=O)Cc2ccc(C(=O)N3CCN(C(=O)c4ccco4)CC3)o2)cc1	-36	.	0.64	-2	4	-6	32	0.2	80*
CC1CCc2sc3c(c2C1)c1ncnn1c(=O)n3CC(=O)c1ccc(Br)cc1 (centres undefined)	6	0.87	-0.3	.	.	.	-6	.	.
CCN(CC)c1ccc(C2C3CCCCC3(O)CCN2CC(=O)N2CCCCC2)cc1 (centres undefined)	6	-0.03	-7.9*	7	4	1	-2	1.1	-10
Cc1ccc(CC(=O)OCCNC(=O)c2cccnc2)cc1	7	0.54	0.85	-4	-6	25	-10	0.7	29
Cc1occc1C(=O)Nc1nnc(C(F)(F)F)s1	.	-0.4	-1.3	-12	15	4	.	0.5	47
CCN(CC)CCNC(=O)C1CCN(S(=O)(=O)N2CCCCC2)CC1	-1	-0.24	0.12	7	2	-20	-4	1	2
